# High-throughput results (PubChem)
# Salmonella PhoP GFP: Inhibition of PhoP regulon, Salmonella typhi GFP reporter cells, confirmation, 4 h (AID 1850). 0.33% of 310,000 active. Salmonella Typhi PhoP-promoter GFP reporter, fluorescence, 4 h; higher % means a stronger effect. inhibition, % at 50 µM, or IC50 in µM where a hit was titrated; in the data active = a potency from the dose series; inconclusive = inhibition mostly from about 25% at the one dose, without a potency; inactive = the rest, 99 in 100 with inhibition below about 19%;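 note: 0% = induced wells with vehicle and 100% = uninduced wells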
# influenza NS1A: H1N1 influenza NS1A inhibitors, functional cell based assay (AID 504329); NS1A functional cell-based assay, percent inhibition; higher % means a stronger effect; inhibition, % at 12.5 µM; hits with a dose series show IC50 in µM; 0.3% of 340,000 active; in the data active = a potency from the dose series; inconclusive = inhibition above about 27% without an active follow-up result; note: strong numbers were not always called active
# inhibitors of VEEV: inhibitors of VEEV TC-83 cytopathic effect, confirmation, Vero cells (AID 588727); Vero cells, VEEV TC-83 cytopathic effect inhibition; higher % means a stronger effect; inhibition, % at 20 µM, or IC50 in µM where a hit was titrated; 0.13% of 350,000 active; in the data active = a potency from the dose series; inconclusive = inhibition mostly from about 14% at the one dose, without a potency; inactive = the rest, 99 in 100 with inhibition below about 12%; note: strong numbers were not always called active
# H37Rv inhibition: M. tuberculosis growth inhibition, HTS (AID 449762). M. tuberculosis H37Rv growth inhibition, 7H9 media; higher % means a stronger effect. inhibition, % at 25 µM; hits with a dose series show IC50 in µM. 0.59% of 330,000 active; in the data active = a potency from the dose series; inconclusive = inhibition above about 70% without an active follow-up result;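 note: bacterial growth assessed after seven days of incubation; strong numbers were not always called active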
# tuberculosis growth: growth inhibition of non-replicating M. tuberculosis (AID 488890); Mycobacterium tuberculosis non-replicating, growth inhibition; higher % means a stronger effect; inhibition, % at 25 µM; hits with a dose series show IC50 in µM; 0.39% of 320,000 active; in the data active = a potency from the dose series; inconclusive = inhibition mostly from about 82% at the one dose, without a potency; inactive = the rest, 99 in 100 with inhibition below about 76%;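 note: plate controls were DMSO cells for no effect and high antibiotic wells for full effect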
# inhibitors of VEEV 10K pilot screen: second read-out of inhibitors of VEEV, no call of its own (marks repeat the call); inhibition, %; measured here: 10K pilot screen inhibition
# An asterisk follows results filed as active; i = inactive; ? = inconclusive; · = no result given.
SMILES,Salmonella PhoP GFP,influenza NS1A,inhibitors of VEEV,H37Rv inhibition,tuberculosis growth,others
O=C(c1ccccc1)c1nc2ccccc2n(CCCn2c(=O)c(C(=O)c3ccccc3)nc3ccccc32)c1=O,-17%,-15%,i,-31%,27%,
Cc1cc(C)c(S(=O)(=O)c2ccccc2)c(OC(=O)c2cc(F)c(F)cc2Cl)n1,5%,-5%,1.5%,6%,9%,
Fc1ccc(NCc2nnc(SCc3nnc(-c4ccccc4)o3)n2Cc2ccccc2)cc1,-1%,-5%,5.5%,0%,37%,
Cc1ccc(C2(CC(=O)O)CCOC(C)(C)C2)cc1 (centres undefined),4%,-1%,0.1%,6%,1%,
CCOC(=O)C1=C(C)NC(=S)NC1C (centres undefined),-8%,-6%,1.4%,1%,-17%,
COCc1[nH]nc2c1C(c1cccc(OC)c1)C(C#N)=C(N)O2 (centres undefined),-8%,-5%,2.5%,-3%,12%,
CSCCC(NC(=O)c1ccccc1Cl)C(=O)N1CC(C)OC(C)C1 (centres undefined),·,-5%,2.4%,-12%,-13%,
CC(CC(=O)NCc1ccccc1)C1CCCO1 (centres undefined),-7%,-6%,0.1%,3%,7%,
CCOC(=O)C1=C(N)OC2=C(C(=O)CCC2)C1c1ccccc1OCC (centres undefined),-21%,-2%,4.1%,-1%,14%,
COc1cc(OC)nc(Oc2cccc(C(F)(F)F)c2)n1,7%,0%,i,-3%,5%,
COc1ccccc1NC(=O)COc1ccc(-c2nn(C)c(=O)c3ccccc23)cc1,9%,-5%,2.0%,-2%,26%,
O=C(c1ccc(F)cc1)N1CCC(C(=O)N2CCN(c3ncccn3)CC2)CC1,·,0%,i,-1%,-15%,
CCC1(c2ccccc2)NC(=O)N(CC(=O)Nc2ccc3c(c2)OCO3)C1=O (centres undefined),0%,-7%,0.7%,0%,0%,
C#CCOCCOCCOCCNc1nc(N2CCN(C(=O)Cn3cc(CCCCN)nn3)CC2)nc(N2CCN(C(=O)[C@H]([C@@H](C)CC)n3cc(CCCN=C(N)N)nn3)CC2)n1,5%,-15%,0.6%,-7%,29%,
C/C(CCc1ccccc1)=N\NC(=O)c1ccccc1,6%,4%,0.5%,-1%,68%,
CCN1CCN(C(=O)c2cc(S(=O)(=O)Nc3ccc(S(C)(=O)=O)cc3)ccc2Cl)CC1,-1%,-7%,i,-11%,0%,
COCCN1Cc2cccc(C(=O)Nc3cc(OC)ccc3OC)c2C1=O,-3%,9%,i,1%,-4%,
C=CCOc1ccc(C2NC(=S)NC3=C2CCc2ccccc23)cc1 (centres undefined),-3%,13%,i,5%,21%,
Oc1ccccc1C1=Nc2ccccc2N=C(c2cccs2)C1,6%,-5%,i,17%,25%,
C[C@@H]1[C@H](c2ccccc2)Oc2ccc(Cl)cc2S(=O)(=O)N1CC1CCCN1C(=O)OC(C)(C)C (some centres undefined),·,-21%,4.8%,·,·,
CCC(Sc1nc2ncccc2[nH]1)C(=O)NCCc1ccccc1 (centres undefined),-1%,-74%,i,6%,-13%,
O=[N+]([O-])c1ccc(N2CCCCC2)nc1N1CCCCC1,2%,9%,i,-4%,9%,
Cc1ccc(S(=O)(=O)N(C)c2ccc(OC(=O)c3cccs3)cc2)cc1,·,-3%,i,?,?,
O=C(CNCc1ccccc1)Nc1cccc(Cl)c1Cl,5%,-4%,0.5%,4%,9%,
O=C(Cn1c(C(F)(F)F)nc2ccccc21)NCCN1CCCC1,-3%,-12%,i,1%,2%,

# Gathered by group: those above containing a CF3 group.
SMILES,Salmonella PhoP GFP,influenza NS1A,inhibitors of VEEV,H37Rv inhibition,tuberculosis growth,others
COc1cc(OC)nc(Oc2cccc(C(F)(F)F)c2)n1,7%,0%,i,-3%,5%,
O=C(Cn1c(C(F)(F)F)nc2ccccc21)NCCN1CCCC1,-3%,-12%,i,1%,2%,

# Additional compounds.
SMILES,Salmonella PhoP GFP,influenza NS1A,inhibitors of VEEV,H37Rv inhibition,tuberculosis growth,others
Cc1ccnc(NS(=O)(=O)c2ccc(NC(=O)c3oc4ccc(F)cc4c3C)cc2)n1,-4%,-16%,6.4%,-7%,13%,
CCCCn1c(N)c(N(CC(C)C)C(=O)c2ccc([N+](=O)[O-])o2)c(=O)[nH]c1=O,·,-14%,1.1%,2%,16%,
CCOC(=O)c1c(-c2ccc(OC)cc2)csc1/N=C/N(C)C,1%,2%,2.5%,-6%,29%,
CC(C)N(C(=O)Cn1c(SCC(=O)NCc2ccc3c(c2)OCO3)nc2ccccc21)C(C)C,-6%,12%,7.4%,0%,4%,
O=C(c1ccc(S(=O)(=O)N2CCCCC2)cc1)N1CCN(Cc2ccc3c(c2)OCO3)CC1,·,3%,5.2%,·,·,
CCNC(=O)NC(=O)C(C)OC(=O)c1cccn1C (centres undefined),8%,2%,1.5%,1%,-12%,
CCC(CC)CN1C(N(C)C)=NC[C@@H]1CC(C)C,-4%,7%,i,-2%,-4%,inhibitors of VEEV 10K pilot screen=0.5
COc1ccc(N2CCN(C(=O)CSc3ccc([N+](=O)[O-])cc3)CC2)cc1,-7%,12%,1.4%,-5%,11%,inhibitors of VEEV 10K pilot screen=1.7
Cc1cccc(N2CCN(C(=O)c3ccccc3SCC(=O)N3CCCC3)CC2)c1C,·,0%,8.1%,-2%,51%,
Cc1cc(OCC(F)(F)C(F)(F)C(F)(F)C(F)F)nc(N)n1,7%,4%,i,-7%,1%,
Clc1ccc(CN2CCSCC2)cc1Cl,-8%,-10%,2.0%,0%,2%,
Cc1ccnc(NC(=S)NC(=O)c2cncc(Br)c2)c1,-4%,4%,0.5%,-2%,-36%,
COc1cccc(C(=O)Oc2c(Br)cc(Br)cc2/C=N/NC(=O)c2cc(C)[nH]n2)c1,3%,-11%,8.4%,23%,17%,
O=C(N/N=C/c1cccnc1)c1ccc(O)cc1,14%,-2%,1.1%,-2%,-4%,
O=C(NCC(=O)N1CCC2(CC1)NCCc1[nH]cnc12)c1ccc2ccccc2c1,15%,0%,0.6%,-3%,9%,
O=C(Cc1ccccc1F)c1ccc(O)cc1O,2%,·,i,14%,-5%,
CN(CC(=O)Nc1ccccc1Cl)C(=O)COC(=O)c1ccccc1[N+](=O)[O-],-3%,-12%,1.7%,2%,-7%,
COCCNC(=O)C(c1ccc(Cl)cc1)N(Cc1ccco1)C(=O)CCC(=O)Nc1ccccn1 (centres undefined),11%,2%,1.8%,2%,6%,
O=C(c1ccc2nc(Cc3ccccc3F)oc2c1)N1CCCC1,-16%,-15%,2.0%,-16%,9%,
NS(=O)(=O)c1ccc(N/N=C/c2ccccc2C(=O)O)c([N+](=O)[O-])c1,12%,-2%,0.8%,1%,-13%,
N#Cc1ccccc1S(=O)(=O)N1CCN(CC(O)COc2ccccc2F)CC1 (centres undefined),-3%,16%,i,4%,-2%,
Cc1ccc(S(=O)(=O)N[C@H](C(=O)OCC(=O)NC(=O)NCc2ccco2)C(C)C)cc1,·,1%,i,-14%,21%,
COc1ccc(S(=O)(=O)NCCCCOc2ccc(Cl)cc2)cc1,-15%,4%,i,14%,25%,
O=S(=O)(NCc1ccccn1)c1cc(OCC(F)(F)F)ccc1OCC(F)(F)F,4%,-18%,i,11%,9%,
N=c1c2c3c(sc2ncn1N)CCCC3,-11%,-4%,0.7%,-4%,14%,

# Entries from the list above with bromine:
SMILES,Salmonella PhoP GFP,influenza NS1A,inhibitors of VEEV,H37Rv inhibition,tuberculosis growth,others
Cc1ccnc(NC(=S)NC(=O)c2cncc(Br)c2)c1,-4%,4%,0.5%,-2%,-36%,
COc1cccc(C(=O)Oc2c(Br)cc(Br)cc2/C=N/NC(=O)c2cc(C)[nH]n2)c1,3%,-11%,8.4%,23%,17%,

# Next structures.
SMILES,Salmonella PhoP GFP,influenza NS1A,inhibitors of VEEV,H37Rv inhibition,tuberculosis growth,others
O=C(NNC(=O)C1CCN(S(=O)(=O)c2ccccc2)CC1)c1ccccc1O,-6%,-2%,1.2%,-15%,-5%,
Cc1cc(=O)oc(C)c1C(=O)N1CCN(Cc2ccc3c(c2)OCO3)CC1,4%,-6%,i,8%,2%,
O=C(Nc1cccc(Cl)c1)c1ccc(Cn2cc(Cl)cn2)cc1,-3%,11%,0.2%,57%,?,
Clc1ncn(C23CC4CC(CC(C4)C2)C3)n1,12%,-5%,3.5%,-5%,2%,
O=C(Nc1ccccc1Cl)c1ccc(COc2ccc3c(c2)CCC3)cc1,-6%,-3%,0.8%,7%,-5%,
Cc1nn(CC(=O)N2CCCCC2)c(=O)c2nn(-c3ccccc3)c(C)c12,-9%,8%,0.7%,-2%,-8%,
COCCNCc1cc(C)n(-c2cc(S(=O)(=O)N3CCOCC3)ccc2N2CCCC2)c1C,·,0%,0.9%,·,·,
COc1cccc(CNC(=O)N[C@@H](CC(C)C)C(=O)O)c1,-2%,-7%,0.6%,-7%,-14%,
CCOC(=O)Cn1nc(NC(=O)COc2ccc(F)cc2)cc1C,-3%,-5%,0.8%,-10%,-4%,
COc1ccc(CCC(C)NCc2cccc(Br)c2)cc1 (centres undefined),2%,0%,i,-8%,41%,
O=C(O)C(Cc1cnc[nH]1)NS(=O)(=O)c1ccc(Br)cc1 (centres undefined),-3%,3%,0.4%,4%,-14%,
CCn1nc(C)cc1C(=O)OCC(=O)c1ccc(Cl)cc1,-2%,-9%,1.9%,2%,49%,
CCc1ccc(N2C(=O)C3CCCN3C2=S)cc1 (centres undefined),0%,-6%,0.2%,4%,15%,
COc1ccc(C2CC(c3cccs3)=NN2C(=O)COC(=O)C2CCCCC2)cc1OC (centres undefined),-21%,-4%,1.6%,2%,38%,
COCCn1c(=O)[nH]c(=O)c2cc(C(=O)c3cc(OC)ccc3O)cnc21,-4%,-5%,8.9%,-2%,23%,
C/C(=N\NC(=O)c1cccc(C)c1O)c1ccc(NC(=O)Cc2ccccc2)cc1,-14%,-7%,9.2%,?,10%,
N#Cc1ccc(NC(=O)CN2C(=O)NC3(CCCCCCC3)C2=O)cc1Cl,·,-13%,i,3%,9%,
COc1cccc(OCC(=O)NN=C2c3ccccc3-c3ccccc32)c1,1%,13%,?,0%,-13%,
Cc1cc(N=Cc2c(O)ccc3cc(Br)ccc23)no1,-8%,0%,1.0%,2%,?,inhibitors of VEEV 10K pilot screen=2.8
COCCCNC(=O)[C@H](CSCc1ccccc1)N1Cc2ccccc2C1=O,2%,10%,i,4%,3%,
COC(=O)c1cc(OC)c(OC)cc1N=CC1=C(O)CC(C)(C)CC1=O,1%,-10%,3.7%,-4%,-18%,
CCC(C)[C@H](NC(=O)NCc1ccccn1)C(=O)OC (some centres undefined),-10%,6%,1.7%,5%,10%,
O=C(N/N=C/C=C\c1ccccc1[N+](=O)[O-])c1ccncc1,3%,1%,0.2%,?,?,
O=C(Nc1ccccn1)c1ccc(-c2ccccc2)cc1,-2%,-3%,1.5%,8%,70%,
c1cnc(NC2C3CC4CC(C3)CC2C4)nc1 (centres undefined),3%,-1%,13%,1%,14%,

# More structures follow.
SMILES,Salmonella PhoP GFP,influenza NS1A,inhibitors of VEEV,H37Rv inhibition,tuberculosis growth,others
O=C(COC(=O)C1=COCCO1)Nc1cccc(Oc2ccccc2)c1,7%,10%,0.8%,5.2µM*,34%,
CCc1ccc(NC(=S)N2CCCCCCC2)cc1,1%,-4%,1.0%,1%,12%,
Cn1cccc1C(=O)NC(=O)COC(=O)c1cc(Cl)ccc1[N+](=O)[O-],-9%,15%,1.2%,-1%,8%,
CCn1c(=O)c(C(=O)NNC(=O)Cc2ccccc2)c(O)c2ccccc21,-12%,-6%,1.8%,-10%,-7%,
Cc1cc(C)c(S(=O)(=O)NCc2cn3c(C)csc3n2)cc1C,-10%,-26%,i,3%,1%,
Cc1cc(C)nc(SC(C(=O)O)c2ccccc2)n1 (centres undefined),-8%,-12%,0.1%,6%,-19%,
COc1ccc(C(=O)CSc2nc3c(c(=O)n(C)c(=O)n3C)n2C)cc1,2%,·,·,-4%,5%,
Cc1cc(C)c2oc(C(=O)Nc3ccc(S(=O)(=O)Nc4nccs4)cc3)cc(=O)c2c1,1%,7%,5.9%,-2%,55%,
O/N=C1\CCCc2nnc3c(c21)CCCC3,-4%,6%,1.0%,-8%,-2%,
CC(NC(=O)COc1cccnc1[N+](=O)[O-])c1ccc(Cl)cc1Cl (centres undefined),-12%,-1%,2.1%,7%,29%,
CNc1snc(C)c1C(=O)OCC(=O)Nc1ccc(C)cc1F,·,-14%,1.0%,·,·,
CC(OC(=O)/C=C/c1cccc(Cl)c1)C(=O)NC1CCCCC1C (centres undefined),0%,-4%,1.4%,2%,-23%,
Cc1c(C(=O)O)cccc1-n1c(C)cc(/C=N/Nc2ccc([N+](=O)[O-])cn2)c1C,-11%,24%,0.2%,7%,5%,
COc1cccc(C(=O)NCCN2C(=O)S/C(=C/c3cccs3)C2=O)c1OC,-5%,9%,11%,-5%,43%,

# Rows were taken by chance. Share with any hit: about 1.5%.
